bCat nuc transl – beta-catenin nuclear translocation modulation; HeLa beta-catenin nuclear translocation, immunofluorescence imaging; nuclear translocation activity, % at 5 µM; hit rate 0.3% among 190,000; AID 1665;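 active = nuclear translocation activity above 50% at 5 µM, with a well cell count of 50 or more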;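 note: per-cell ratio of nuclear to cytoplasmic median beta-catenin stain intensity; plate controls were DMSO negative control for no effect and GSK-3 inhibitor IX positive control for full effect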
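Technique: fluorescence imaging of beta-catenin antibody stain plus DAPI / Material: human HeLa cell line / Incubation: compound treatment 24 h, 37°C, 5% CO2 / Read-out basis: % activation of per-cell nuclear versus cytoplasmic median beta-catenin signal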
Yfh1-off respiration – enhancers of respiration in Yfh1-depleted yeast, dose response, Friedreich's ataxia, plus single-dose screen (AID 1465) | S. cerevisiae Yfh1-off respiration, WST-1 reduction, 72 h; higher fold induction means a stronger effect | one-dose fold induction at 50 µM; EC50 in µM for titrated hits | hit rate 0.074% among 220,000;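 active = fold induction of absorbance versus untreated yeast above a set limit, then at least 30% activation at any dose in follow-up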;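 note: activators that raise dye reduction in frataxin-depleted yeast; strong numbers were not always called active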
MT stabilizer – microtubule stabilizers in HeLa cells; HeLa tubulin immunostaining HCS, 24 h; share of cells brighter than vehicle mean+2SD; % tubulin-high responders, % at 10 µM; hit rate 0.83% among 200,000; AID 2205;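 active = plate Z-score above 3 for both tubulin-high and condensed-nucleus cell shares, with cell loss under 80%, at 10 µM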;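 note: anti alpha tubulin signal scored within the nucleus-defined area of each cell; some results filed as inactive read as strong as hits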
HIV peptide binding – inhibitors of HIV fusion peptide binding, primary screen, biochemical, uHTS, fluorescence dequenching (AID 1986) | cell-free peptide binding, fluorescence dequenching, 30 min; higher % means a stronger effect | inhibition, % at 20 µM, or IC50 in µM where a hit was titrated | hit rate 0.3% among 290,000; in the data active = inhibition mostly above about 52%, no sharp cut-off; inactive = mostly below about 76%; note: some results filed as inactive read as strong as hits
Dynein transport – blocks dynein driven cargo transport along microtubules; z-score, hits read low; AID 1381; 3617.4 mouse cells, GR-EGFP nuclear translocation imaging; test concentration mostly 20 µM; stimulated with dexamethasone, 1 µM; active compounds read low; hit rate 0.47% among 220,000;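 active = plate z-score of nuclear minus cytoplasmic receptor signal below a set negative limit, without overly bright fluorescence or cell loss, cut at about -3.5 in these data, passing the limit was not always enough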;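 note: z-score of nuclear minus cytoplasmic ring GR-EGFP intensity difference per well; some compounds called inactive have numbers as strong as hits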
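Buffer or medium: tetracycline-free induction medium containing charcoal-stripped FBS / Reagent: dexamethasone agonist, 1.0 µM final, for 30 min / Technique: automated 10x imaging of fixed Hoechst-stained cells / Times: induction 48 h, compound 1 h, agonist 30 min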
Autophagy mod – alters autophagy in cells. MEF GFP-LC3 puncta imaging; test concentration mostly 10 µM. calls only at 10 µM (by protocol). hit rate 0.98% among 190,000. AID 463193;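 active = percentage of spot-positive cells more than 3 SD above its plate mean, without a fluorescence outlier flag or 80% toxicity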;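 note: spot-positive cell cutoff set from DMSO-treated cells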
WT yeast gro inh – growth inhibition of WT yeast, mitochondrial fusion screen; hit rate 2.1% among 190,000; AID 1362; inhibition, % at 10 µM; mitochondrial fusion phenotypic screen, WT strain; in the data active = inhibition above about 58%; tested in S. cerevisiae
Ins promoter up – MIN6 insulin promoter up-regulation | z-score at 5 µM | hit rate 0.3% among 190,000 | MIN6 insulin promoter-GFP reporter, high-content imaging; active compounds read high | AID 1625;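 active = z-score above 3 at 5 µM with at least 500 cells counted in the well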
AID2073 – inhibitors of Mint1-CaV2.2 protein interaction, biochemical, HTRF (AID 2073); inhibition, % at 20 µM; hits with a dose series show IC50 in µM; hit rate 0.19% among 290,000; HTRF protein-protein interaction, Mint1-CaV2.2; higher % means a stronger effect; in the data active = inhibition mostly above about 51%, no sharp cut-off; note: some results filed as inactive read as strong as hits
WT yeast gro inh mutant strain – recorded beside WT yeast gro inh, whose call it bears; inhibition, %; mitochondrial fusion phenotypic screen, mutant strain inhibition
Dynein transport cytoplasmic EGFP – further read-out of Dynein transport, marked with its call; z-score; measured here: cytoplasmic GR-EGFP intensity; active compounds read high
Dynein transport nuclear GR-EGFP – further read-out of Dynein transport, marked with its call; z-score; measured here: nuclear GR-EGFP intensity;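 lower value marks the stronger effect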
Dynein transport cell count – also measured in Dynein transport; calls as there; z-score; measured here: cell count per field
Ins promoter up cell count – second read-out of Ins promoter up, no call of its own (marks repeat the call); cell count; measured here: cytotoxicity, nuclei count;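 total cells summed across four imaged fields per well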
bCat nuc transl cell count 5 µM – also measured in bCat nuc transl; calls as there; cell count; measured here: cell count, cytotoxicity flag
MT stabilizer Hoechst-high % – further read-out of MT stabilizer, marked with its call; % Hoechst-high responders; measured here: nuclear condensation Hoechst responders;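 share of cells brighter than vehicle mean plus two SD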
MT stabilizer cytotoxicity % – further read-out of MT stabilizer, marked with its call; toxicity, %; measured here: cytotoxicity by cell density;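 0% = mean cell density of plate MIN control wells and 100% = no cells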
Autophagy mod cell loss 18 h – second read-out of Autophagy mod, no call of its own (marks repeat the call); toxicity, %; measured here: cell loss, nuclei count;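 cell loss after 18 h compound exposure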
* = called active by the depositor; i = inactive; · = not tested or not shown.

SMILES	bCat nuc transl	bCat nuc transl cell count 5 µM	Yfh1-off respiration	MT stabilizer	MT stabilizer Hoechst-high %	MT stabilizer cytotoxicity %	HIV peptide binding	Dynein transport	Dynein transport cytoplasmic EGFP	Dynein transport nuclear GR-EGFP	Dynein transport cell count	Autophagy mod	Autophagy mod cell loss 18 h	WT yeast gro inh	WT yeast gro inh mutant strain	Ins promoter up	Ins promoter up cell count	AID2073
O=C(NCCCN1CCCCC1)c1ccc2c(=O)n(CCc3ccccc3)c(=O)[nH]c2c1	-2.5	1437	·	3.9	3.3	1.8	4.1%	-0.041	0.012	0.66	-0.19	i	2	5	-5	-0.44	1337	11%
Clc1ccc2c(NCc3ccccn3)ncnc2c1	·	·	i	3.5	2.6	5.1	0.3%	-0.21	-0.27	-0.2	0.98	i	-2	-6	-18	0.84	899	-1%
O=C(Nc1cccc(NC(=O)c2ccco2)c1)c1cnccn1	-3.5	593	i	4.2	2.1	5.5	1.0%	1.3	-0.05	0.61	-2.2	i	9	-24	-18	·	·	4%
Cc1ccc(SCC(=O)N2CCN(c3ccccn3)CC2)cc1	-0.5	1295	i	·	·	·	-0.6%	0.0058	-0.19	-0.062	-0.74	·	·	·	·	-0.85	1139	6%
OCCCC1CCCCN1Cc1nc(Cc2ccccc2Cl)no1 (stereo not drawn)	0.2	1030	i	1.9	0.9	3.9	0.6%	0.2	-0.26	0.15	0.52	i	-12	-12	-5	0.06	1490	10%
COCCCNC(=O)c1ccc2c3c(onc13)-c1ccccc1C2=O	0.0	1304	i	·	·	·	8.8%	-4.9*	1.9*	-2*	-2.4*	·	·	·	·	·	·	0%
Cc1cccc2[nH]c3c(N4CCN(C(=O)c5ccco5)CC4)ncnc3c12	-0.6	1446	i	3.0	2.2	9.5	3.6%	0.28	-0.19	0.54	0.45	i	6	21	17	-0.91	1481	12%
CC(C)COP(=O)(OCC(C)C)C(Nc1ccccc1)c1ccccc1 (stereo not drawn)	-0.4	1360	i	·	·	·	38%	-0.54	-0.25	0.037	0.22	·	·	·	·	-0.35	1019	1%
CN(C)CCN=c1cc(-c2ccccc2)oc2ccc(Cl)cc12	1.1	959	i	7.1	2.5	1.1	1.4%	-0.2	-0.25	-0.27	0.12	i	9	11	16	-0.9	1219	6%
Cc1ccc(NC(=S)NCc2ccccc2)cc1S(=O)(=O)N1CCCCC1	-3.7	1014	i	1.4	3.1	11	0.5%	0.003	-0.35	0.12	0.47	i	-2	24	-3	-0.11	1006	-6%
CCOC(=O)c1c(NC(=O)Cn2nc(C(=O)O)c3ccccc3c2=O)sc2c1CCC(C)C2 (stereo not drawn)	0.0	1369	i	·	·	·	2.2%	-0.31	-0.82	-0.38	-0.12	·	·	·	·	-0.71	1038	15%
CCC(C)NS(=O)(=O)c1ccc(OCC(=O)N2CCC(C)CC2)cc1 (stereo not drawn)	3.7	958	i	4.7	1.5	2.7	-3.3%	-0.037	-0.27	-0.41	0.17	i	7	18	9	·	·	15%
CCN(CC)CCCN(C(=O)Cn1nnc(-c2ccc(OC)c(OC)c2)n1)C(C(=O)NC(C)(C)C)c1ccc(F)cc1 (stereo not drawn)	1.4	876	i	2.3	1.8	6.0	-0.3%	-0.54	-0.25	-0.16	0.55	i	17	5	7	·	·	-8%
C=C(C)C(=O)Nc1ccc(OC(F)(F)C(F)F)c(NC(=O)C(=C)C)c1	2.7	1416	i	2.4	1.9	12	-2.2%	0.26	-0.24	-0.73	0.75	i	-7	19	10	-0.67	1415	18%
Cc1cc(C)c(C(N)=O)c(Nc2ccc3c(c2)OCCO3)n1	-0.7	1194	i	3.1	1.7	6.7	-0.1%	0.9	-0.18	0.45	0.17	i	8	8	0	0.38	1189	6%
Cc1c(S(=O)(=O)N2CCN(C(c3ccccc3)c3ccccc3)CC2)c(=O)n(C)c(=O)n1C	-1.4	1061	i	3.8	2.1	3.1	-1.7%	-0.42	-0.28	-0.16	0.39	i	-2	1	-4	3	1977	-2%
COC1C=CC(CNC(=O)c2cc3c(=O)n4cccc(C)c4nc3n2C)(OC)O1 (stereo not drawn)	-0.5	1136	i	5.5	2.3	6.9	4.5%	-0.16	-0.045	0.08	0.39	i	11	3	8	-0.12	1152	29%
CC(C)CC(=O)NNC(=S)Nc1ccc(S(N)(=O)=O)cc1	-1.1	1460	i	2.4	1.6	3.6	-2.8%	0.92	-0.34	0.37	-0.58	i	-4	-2	15	1	1360	24%
Cn1nccc1-c1cc(Cl)cc(Cl)c1O	2.6	1000	i	·	·	·	-2.1%	0.5	-0.18	0.25	-1.1	·	·	·	·	-0.38	1371	11%
Cc1nc2cc(S(=O)(=O)N(C)C)ccc2n1-c1ccccc1	-1.8	1234	i	2.6	1.7	8.1	-2.8%	0.014	-0.31	0.65	0.093	i	-8	-11	-6	0.38	903	2%
O=C(/C=C/c1cccs1)Nc1nc(-c2ccccc2)cs1	-0.8	1000	i	3.9	1.9	3.5	-0.6%	1.1	-0.22	0.33	-0.6	i	8	46	35	1	1630	10%
Cc1ccc(NC(=O)C2CCCN(S(=O)(=O)c3c(C)noc3/C=C/N(C)C)C2)cc1F (stereo not drawn)	-0.9	1180	i	3.6	1.3	1.2	-1.7%	0.97	-0.19	0.78	0.16	i	-7	-7	-3	-0.35	1180	13%
CCOc1ccc(-c2cc(CCCC(=O)NCCc3ccccc3)no2)cc1	·	·	i	1.6	3.2	10	-1.5%	-0.84	-0.21	-0.26	0.53	i	0	5	1	·	·	-3%
O=C(c1ccc(Cl)c(Cl)c1)N1CCC(O)(CN2CCOCC2)CC1	-1.4	1092	i	3.7	1.8	6.1	1.3%	-0.92	-0.28	-0.39	0.83	i	8	-1	0	0.17	1637	-6%
COc1cc(OC)c2c(-c3ccccc3)cc(=O)oc2c1C(CC(=O)N1CCN(c2ccccc2)CC1)c1ccc2c(c1)OCO2 (stereo not drawn)	1.1	1198	i	·	·	·	5.4%	-0.12	-0.61	-0.0028	-0.13	·	·	·	·	·	·	31%
N/C(=N\OC(=O)N1CCOCC1)c1ccc(Cl)cc1	0.6	1105	i	6.3	2.3	0.7	2.2%	3.1	0.049	1.4	-1.5	i	11	10	9	1.3	1326	4%
CN1C2=CC=CC=CC2=[N+](C)C12C=CC(=[N+]([O-])[O-])C=C2[N+](=O)[O-] (stereo not drawn)	-1.1	986	i	0.1	3.1	3.9	5.3%	-0.62	0.45	0.067	0.42	i	-8	23	20	-0.04	1001	10%
COc1ccc(CCN2CC(C(=O)NCCc3ccc(C)cc3)CC2=O)cc1OC (stereo not drawn)	-1.1	1102	i	1.9	1.4	2.8	0.7%	-0.21	-0.28	-0.13	0.45	i	24	1	13	0.72	1281	6%
COc1ccc(C(C(=O)NC2CCCCC2)N(CC2CCCO2)C(=O)CNC(=O)c2ccco2)cc1 (stereo not drawn)	-5.6	1034	i	3.0	2.4	4.5	2.2%	0.95	-0.26	0.98	-1.7	i	21	-7	3	0.48	1246	42%
CCCCN(CC)C(=O)CN(C)S(=O)(=O)c1cccc2nsnc12	·	·	i	6.4	1.6	6.7	1.3%	0.37	-0.29	0.31	0.14	i	22	4	-7	·	·	3%
CCC(C)NC(=O)C(=O)NCc1ccncc1 (stereo not drawn)	-1.4	1356	i	2.2	1.8	7.8	-1.5%	1.6	-0.23	1.5	-0.96	i	-23	-2	5	0.71	1592	13%
ONC=Nc1cccc2nonc12	-1.7	1189	i	6.4	2.4	4.7	-1.2%	-0.28	-0.21	0.15	0.15	i	1	11	4	0.16	1242	-9%
COc1ccccc1-c1noc(-c2cc(OC)c(OC)c(OC)c2)n1	-1.1	1159	i	3.4	1.9	7.2	1.0%	-0.81	-0.27	-0.44	0.17	i	-1	9	2	·	·	0%
CC1CCCCC1NC(=O)CN(C)S(=O)(=O)c1cccc2nsnc12 (stereo not drawn)	-0.8	1037	i	5.1	2.6	6.2	0.5%	1	0.052	0.72	-0.77	i	4	1	-15	-0.22	1908	-2%
CN(Cc1ccccc1)C(=O)COC(=O)c1ccc(Cl)c(N)c1	-1.5	1013	i	7.0	1.1	10.0	0.7%	-0.084	-0.22	0.048	0.53	i	4	-3	-4	-0.07	1401	6%
O=C(NC(=S)Nc1ccc(N2CCOCC2)c(Cl)c1)c1sc2ccccc2c1Cl	-4.1	1139	i	5.3	2.5	10	0.2%	-1	-0.27	-0.46	0.4	i	-9	4	4	2	1600	8%
COCCn1c(N)c(N(Cc2ccccc2)C(=O)Cc2ccccc2F)c(=O)[nH]c1=O	1.6	1094	i	2.7	3.1	1.1	0.4%	0.46	-0.32	0.24	0.079	i	-3	-10	-5	·	·	-7%
COc1ccc(C(=O)Sc2ccc(Cl)cc2)cc1OC	-1.0	1406	·	2.3	2.2	4.0	4.8%	-1.3	0.0086	0.023	-0.15	i	13	7	5	1.4	1452	-4%
